# ABCB1 block: human ABCB1 inhibition, ABCG2 as counter-screen; P08183; CCRF-Adr cells, JC-1 efflux, flow cytometry; inhibition, % at 6.6 µM; 190,000 tested, 0.067% active; in the data active = inhibition above about 40%;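 also: 0% = vehicle and 100% = reference inhibitor; higher value means more JC-1 retained so stronger ABCB1 efflux block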
# Rac1 act GTP bind: human Rac1 activated mutant GTP binding change. GST-Rac1 activated beads, fluorescent GTP binding, flow cytometry; actives lie on both sides; 100% means binding = to untreated wells. 190,000 tested, 0.11% active. AID 764. percent activity (GTP binding), % at 10 µM;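 active = GTP binding at least 20 percentage points away from the 100% baseline, in either direction, so actives lie on both sides; inconclusive = Compound likely fluorescent itself, or too few beads counted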
# Rab7 wt modul: modulators of GTP binding to dog Rab7 wildtype GTPase | GST-Rab7 beads, fluorescent GTP binding, flow cytometry; actives lie on both sides; untreated = 100%, excess cold GTP = 0% | GTP binding activity (percent of control), % at 10 µM | 190,000 tested, 0.055% active | AID 758;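 active = fluorescent GTP binding to Rab7 beads changed by at least 20 points from the 100% baseline, either direction, mostly lower; inconclusive = compound itself probably fluorescent, or too few beads counted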;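 also: median green fluorescence of bound Bodipy-FL-GTP per Rab7 bead population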
# Rab2 wt GTP: changes GTP binding to wildtype dog Rab2A, up or down; P61105; GST-Rab2 wt beads, Bodipy-GTP binding, flow cytometry; GTP binding activity, % at 10 µM; 190,000 tested, 0.19% active; AID 760;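 active = GTP binding activity at least 20 points away from 100%, either lowered or raised; inconclusive = signal likely due to the compound's own green fluorescence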;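 also: 0% = beads with excess unlabeled GTP and 100% = no-compound control corrected for plate trend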
# Rac1 wt GTP bind: modulators of human Rac1 wildtype GTP binding; P63000; GST-Rac1 beads, fluorescent GTP binding, flow cytometry; actives lie on both sides; 0 = cold GTP competed, 100 = untreated; GTP binding activity (% of control), % at 10 µM; 190,000 tested, 0.27% active;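 active = GTP binding activity at least 20 points away from the 100% control level, either lower or higher; inconclusive = compound flagged as likely green fluorescent, judged across all proteins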
# Pf gamet viab: kills late stage P. falciparum gametocytes; inhibition, % at 10.9 µM; AID 743093; 150,000 tested, 0.065% active; P. falciparum stage V gametocytes, ATP luminescence, 24 h;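 active = inhibition above the mean plus 3 SD of compounds within the control limits, set per campaign, cut at about 38% in these data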;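 also: 0% = DMSO wells and 100% = medium only without gametocytes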
# Cdc42 wt: changes GTP binding to wildtype human Cdc42; P60953; GST-Cdc42 beads, Bodipy-GTP binding, flow cytometry; actives lie on both sides; percent activity (GTP binding), % at 10 µM; 190,000 tested, 0.2% active;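 active = percent activity GTP binding at least 20 points away from the 100% baseline, either down as inhibitor or up as activator; inconclusive = compound flagged as likely green fluorescent from well-wide comparison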;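 also: median bead fluorescence of bound Bodipy-FL-GTP at 100 nM; 0% = excess unlabeled GTP control and 100% = no compound control; below 100% means less GTP binding so inhibitor and above means activator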
# Target sequence (P60953 whole entry, looked up): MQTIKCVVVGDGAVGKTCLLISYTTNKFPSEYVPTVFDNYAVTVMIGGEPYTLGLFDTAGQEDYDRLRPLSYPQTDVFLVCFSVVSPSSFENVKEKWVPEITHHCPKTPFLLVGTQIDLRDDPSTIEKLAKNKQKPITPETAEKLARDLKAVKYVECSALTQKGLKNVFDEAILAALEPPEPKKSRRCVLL
# ABCG2 inh: inhibitors of human ABCG2 transporter, ABCB1 counter-screen | Q9UNQ0 | IgMXP3 cells, JC-1 efflux, flow cytometry | inhibition, % at 6.6 µM | 190,000 tested, 0.1% active | AID 1325;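 active = inhibition above 80%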;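 also: 0% = DMSO and 100% = nicardipine control wells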
#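 Test system: IgMXP3 (ABCG2) plus far-red-tagged CCRF-Adr (ABCB1) cells / Amount: 3 million cells/mL in well / Reagent: JC-1 transporter substrate / Timing: 10 min compound exposure, 25 °C / Signal: flow cytometry, 530 nm JC-1 signal / Read-out: percent efflux inhibition, scaled nicardipine 100% to DMSO 0% / Benchmarks: nicardipine as high control, DMSO as low control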
# HRas wt GTP: modulators of GTP binding to human HRas wildtype. 190,000 tested, 0.14% active. AID 759. GST-Ras wt beads, Bodipy-FL-GTP binding, flow cytometry; actives lie on both sides. GTP binding activity, % at 10 µM. P01112;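 active = GTP binding activity at least 20% away from the 100% baseline, either lowered as inhibitor or raised as activator; inconclusive = flagged as likely green fluorescent, judged across all proteins in the well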;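 also: 0% = unlabeled GTP competition control and 100% = no-compound control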
# Target sequence (P01112 whole entry, looked up): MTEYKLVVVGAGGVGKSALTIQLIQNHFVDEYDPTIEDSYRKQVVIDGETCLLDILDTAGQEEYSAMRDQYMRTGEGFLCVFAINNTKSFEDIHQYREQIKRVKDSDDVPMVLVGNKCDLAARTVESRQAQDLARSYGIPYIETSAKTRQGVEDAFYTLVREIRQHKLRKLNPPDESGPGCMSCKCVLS
# Avidin bead fluor: avidin bead compound fluorescence profile | Avidin beads, compound fluorescence 488/530 nm, flow cytometry; hits give high values | fluorescence (KMESF) at 10 µM | 220,000 tested, 0.38% active; in the data active = fluorescence above about 47; also: inactives centre near 10
# Mcl1 Noxa PPI: Mcl-1/Noxa interaction inhibition | Q07820 | TR-FRET Mcl-1/Noxa peptide binding, 2 h | inhibition, % at 21.7 µM | 220,000 tested, 1.5% active | AID 1022;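 active = compounds that cut the protein-peptide binding signal by more than 50% relative to plate controls in a single-dose test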;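 also: His-tagged Mcl-1 with rhodamine Noxa BH3 peptide and terbium anti-His antibody; 0% = Mcl-1 plus Noxa peptide wells and 100% = peptide-only wells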
# Target sequence (Q07820 whole entry, looked up): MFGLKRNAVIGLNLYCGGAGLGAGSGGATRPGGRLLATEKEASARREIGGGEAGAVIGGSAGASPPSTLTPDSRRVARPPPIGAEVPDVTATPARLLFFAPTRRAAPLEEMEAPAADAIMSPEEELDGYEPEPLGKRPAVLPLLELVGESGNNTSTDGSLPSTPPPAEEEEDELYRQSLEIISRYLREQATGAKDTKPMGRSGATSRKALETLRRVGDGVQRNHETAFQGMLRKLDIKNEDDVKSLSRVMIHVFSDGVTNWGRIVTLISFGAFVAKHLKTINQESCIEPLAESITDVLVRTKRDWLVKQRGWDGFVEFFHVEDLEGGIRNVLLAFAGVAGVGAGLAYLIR
# * hit, by the source's call; ? = inconclusive; nt = no result given; [ ] = another dose, or the depositor's remark. Rows are unselected. Share with any hit: about 2.3%.
SMILES,ABCB1 block,Rac1 act GTP bind,Rab7 wt modul,Rab2 wt GTP,Rac1 wt GTP bind,Pf gamet viab,Cdc42 wt,ABCG2 inh,HRas wt GTP,Avidin bead fluor,Mcl1 Noxa PPI
c1ccc(Cc2nnc(N3CCCCC3)c3ccccc23)cc1,0.2,94,95,97,100,21,95,4,94,8,7
COc1cccc(CN2CCN(Cc3nc(-c4cccc(F)c4F)oc3C)CC2=O)c1,1.0,96,94,92,97,-14,98,1,96,9,5
Cc1ccc(Cc2cnc(N)s2)o1,0.4,94,98,95,98,nt,97,1,96,5,26
Cc1occc(=O)c1O,0.3,104,102,101,108,nt,108,3,90,7,7
O=C(O)c1ccc(CSc2nc3ccc(NC(=O)c4ccccc4C(=O)O)cc3s2)cc1,0.0,90,105,101,96,7,94,0,93,9,28
Cn1cc(/C=C(\C#N)C(=O)Nc2ncc(Cc3ccc(Cl)cc3)s2)c2ccccc21,0.0,101,101,103,104,nt,101,3,103,14,-1
CCn1c(O)c(/C=N/N=C/c2ccccc2)c2ccc(C3=NNC(=O)CC3)cc21,2.5,99,99,99,105,-3,101,24,100,nt,-2
COc1ccc2nc(NNC(=O)C3COc4ccccc4O3)sc2c1 (stereo unspecified),-0.1,98,99,98,104,nt,99,3,101,6,-26
COc1cccc(-n2nc(C(=O)N3CC(C)CC(C)C3)c3ccccc3c2=O)c1 (stereo unspecified),1.6,100,100,101,104,0,104,2,102,4,-9
CCNc1nc(Oc2ccc(=O)n(-c3ccccc3)n2)nc(N(C)C)n1,1.8,103,107,107,102,nt,106,4,106,19,5
Cn1c(Oc2ccc(Cl)c3cccnc23)nc2c1c(=O)n(Cc1ccccc1Cl)c(=O)n2C,3.9,98,103,101,107,nt,104,34,102,14,18
Cc1cc(CNC(=O)COc2ccccc2)c2ccccc2n1,-0.2,98,104,99,104,10,100,1,102,21,4
Cc1ccc(Nc2nc(C)c(CCC(C)C)c(=O)[nH]2)cc1,0.4,99,97,97,100,nt,100,1,99,33,-4
COC(=O)CSc1nnc(CNC(=O)c2ccccc2OC)n1C,0.0,99,98,101,104,nt,101,-1,101,30,-19
Cc1cc(C)c2cc(C#N)c(NCCNC(=S)NCCCN3CCOCC3)nc2c1,-0.1,92,102,96,93,-42,95,0,98,10,-1
CC(C)(C)NC(=O)CSCc1c(Cl)cccc1Cl,0.5,100,97,97,102,-3,98,0,99,4,-3
O=C(NCC1CCCO1)C(c1cccs1)N(Cc1ccccc1)C(=O)c1ccc(-c2ccccc2)[nH]1 (stereo unspecified),4.0,92,96,93,97,nt,95,0,95,1,21
Cn1c(=O)[nH]c(=O)c2c1nc(NC1CCCCC1)n2CC(=O)NC1CCCCC1,0.9,98,103,100,106,nt,100,5,100,8,-12
COc1ccc2nc(NC(=O)CN(c3ccc(C)cc3)S(=O)(=O)c3c(C)nn(C)c3C)sc2c1,-0.1,101,106,107,110,20,105,-3,105,11,0
CCOC(=O)C1CCN(S(=O)(=O)c2cccc3nonc23)CC1,0.3,100,99,102,100,nt,104,2,99,6,9
O=C(CCCN1C(=O)c2ccccc2C1=O)NCCCN1CCOCC1,0.0,92,94,95,93,nt,95,0,96,33,4
C=CCN(CC=C)S(=O)(=O)c1ccc2nc(NC(=O)C(C)C)sc2c1,0.3,99,98,99,100,6,99,9,99,13,8
O=C(CCOc1ccccc1)OCC(=O)c1cc2ccccc2o1,0.1,102,106,102,109,3,105,0,103,12,10
Cc1nc2ccccn2c1C(=O)NN=C1CCN(C)CC1,0.6,98,96,98,101,nt,97,2,98,10,4
CCOC(=O)C1=C(CSCC(=O)OC)NC(=O)NC1c1cc(C)ccc1C (stereo unspecified),0.5,98,100,99,101,-1,100,2,100,38,5

# (more compounds)
SMILES,ABCB1 block,Rac1 act GTP bind,Rab7 wt modul,Rab2 wt GTP,Rac1 wt GTP bind,Pf gamet viab,Cdc42 wt,ABCG2 inh,HRas wt GTP,Avidin bead fluor,Mcl1 Noxa PPI
COc1ccc(C(C)=O)cc1CSCCC(=O)O,0.6,100,99,99,103,16,102,2,101,21,10
CCCCNC1C(CC)C(CCC)C(C#N)(C#N)C1(C#N)C#N (stereo unspecified),-2.7,99,100,100,97,nt,99,-1,100,15,7
CC(OC(=O)Cn1c(C(F)(F)F)nc2ccccc21)C(=O)N1CCCc2ccccc21 (stereo unspecified),2.0,98,95,98,99,nt,100,4,98,4,0
COCCCNCCCCOc1ccc(Br)cc1C,0.0,101,100,100,106,3,102,3,101,13,21
CCN(CC)S(=O)(=O)c1ccc(C(=O)N(c2ccccc2)C2C=CS(=O)(=O)C2)cc1 (stereo unspecified),0.1,93,101,99,98,-9,95,3,100,7,15
CCOC(=O)Cc1csc(NC(=O)CSc2nnc(C3CC3)n2C)n1,0.2,100,97,99,101,2,98,7,99,18,10
C/C(Cl)=C\CSc1nnc2n(N)c(=O)c3ccccc3n12,-0.2,101,97,104,104,nt,103,1,102,15,0
CCOC(=O)c1c(NC(=S)Nc2ccc(Cl)cc2)sc2c1CCN(C)C2,-1.5,98,96,98,97,-5,100,-6,97,7,13
COc1ccc2c(c1)O/C(=C\c1sccc1C)C2=O,-0.7,99,98,98,102,-1,100,-3,100,13,23
COCCCn1c(SCc2ccc(OC)cc2)nc2cc(OC)c(OC)cc2c1=N,0.1,96,91,92,92,2,90,0,93,15,1
C[C@]12CC[C@@H]3c4ccc(O)cc4CC[C@H]3[C@@H]1C[C@@H](O)[C@@H]2O[C@@H]1O[C@H](C(=O)O)[C@@H](O)[C@H](O)[C@H]1O,0.0,100,96,100,102,nt,101,0,99,10,11
COc1cc(/C=N/NC(=S)Nc2cccc(C(=O)O)c2)cc(OC)c1OC,0.1,?,?,?,?,11,?,1,?,8,21
Cn1c(C(C#N)C(=O)c2sc3ccccc3c2Cl)nc2ccccc21 (stereo unspecified),0.3,96,96,95,100,nt,100,12,96,29,-33
Cc1nc(CC(=O)NNS(=O)(=O)c2ccc3ccccc3c2)cs1,0.2,99,96,100,98,nt,96,-6,100,13,18
Cc1ccc(S(=O)(=O)Oc2ccc(/C=C(/NC(=O)c3ccccc3)C(=O)NCCC(=O)O)cc2)cc1,0.1,94,102,96,97,2,91,0,95,10,15
O=C(OCc1nnc(-c2ccccc2)o1)c1ccco1,-0.3,96,102,98,99,nt,100,1,101,11,17
COc1ccc(C(=O)NNS(=O)(=O)c2ccccc2)cc1,0.0,100,99,95,104,8,105,10,98,10,9
CCn1c(CNc2ccc(F)cc2)nnc1SCC(=O)Nc1ccc(OC)cc1,0.5,94,99,98,101,nt,97,2,97,21,14
CC1Cc2ccccc2N1S(=O)(=O)c1cccc(C(=O)NCCCO)c1 (stereo unspecified),0.8,108,110,112,123*[activator],nt,113,6,108,11,4
Nc1cc(N2CCCCC2)c([N+](=O)[O-])cc1Cl,1.7,100,98,96,106,-7,99,46,100,4,13
O=C1CC(N2CCN(Cc3ccccc3)CC2)C(=O)N1c1ccc2c(c1)OCCO2 (stereo unspecified),-0.1,100,95,98,97,-2,99,-5,98,9,1
O=C(NCc1ccco1)c1cccc(F)c1,0.1,98,97,100,102,nt,101,0,101,8,1
CC(=O)Nc1ccc(/C=C(\C#N)C(=O)NC2CCCCC2C)cc1 (stereo unspecified),0.4,98,95,96,99,14,99,13,97,6,-13
Cc1ccc(-c2nc(N3CCOCC3)sc2C(=O)N2CCCCC2)cc1,1.1,97,100,101,104,-14,103,20,100,5,13
CC1=NN(c2nc(-c3ccc(C#N)cc3)cs2)C(=O)C1,-0.4,95,95,95,97,-23,96,-1,94,11,10

# The listing continues.
SMILES,ABCB1 block,Rac1 act GTP bind,Rab7 wt modul,Rab2 wt GTP,Rac1 wt GTP bind,Pf gamet viab,Cdc42 wt,ABCG2 inh,HRas wt GTP,Avidin bead fluor,Mcl1 Noxa PPI
O=C(NC(=S)Nc1ccc(N2CCOCC2)c(Cl)c1)c1sc2ccccc2c1Cl,0.2,98,93,96,101,-10,98,1,97,13,2
CC(C)c1onc(C(=O)N2CCN(C(c3ccccc3)c3ccccc3)CC2)c1[N+](=O)[O-],2.5,97,93,98,103,nt,99,11,97,4,10
CC(NS(=O)(=O)c1ccccc1)C1COc2ccccc2O1 (stereo unspecified),0.4,96,95,102,98,1,99,1,99,15,-15
Cc1ccc(C(C(=O)NC2CCCC2)N(Cc2ccco2)C(=O)CCC(=O)Nc2ccccn2)cc1 (stereo unspecified),-2.5,100,98,100,101,-31,100,-5,101,12,2
CCOc1ccccc1NC(=O)COC(=O)Cc1ccc(-c2ccccc2)cc1,0.3,96,100,96,99,5,98,11,98,7,7
CC1=NC(=O)C(N=Nc2ccccc2)N1c1ccccc1 (stereo unspecified),0.2,98,99,95,100,nt,97,1,98,6,-7
Cc1nc(Cl)c(C(=O)Nc2cccc(F)c2)c(C)c1Cl,0.2,99,102,102,106,-31,104,1,100,15,0
COc1ccc2ccccc2c1C1CC(=O)N2CN(C3CCCCC3)CSC2=C1C#N (stereo unspecified),-1.7,98,103,100,107,nt,102,-4,100,3,63*
COc1ccc(C2=NN(C(=O)CCC(=O)O)C(c3cccs3)C2)cc1 (stereo unspecified),0.4,93,104,98,97,-42,93,1,97,12,10
COc1cc(CC(=O)NCc2cccs2)cc(OC)c1OC,0.1,97,100,98,100,-22,98,2,98,9,11
CNC(=S)Nc1cc(Cl)ccc1Oc1ccccc1,0.2,99,97,103,104,-1,98,1,102,2,11
O=C(CN1CCC(N2CCCCC2)CC1)N1CCOCC1,1.7,96,104,97,100,-12,96,1,98,11,13
N#Cc1ncc(C(F)(F)F)cc1Oc1cccnc1,-0.3,94,100,95,100,3,91,-1,95,25,3
O=C(CN1c2cccc3cccc(c23)S1(=O)=O)Nc1ccccc1,-0.2,96,103,98,96,19,93,0,98,7,10
CN1CCN(c2ccc(NC(=O)c3ccc4c(c3)[nH]c(=O)n4Cc3ccc(F)cc3)cc2)CC1,0.2,103,104,101,107,9,101,0,102,5,16
CC(=O)OC[C@H]1O[C@H](C/C=N/O[C@@H](C)c2cn([C@H](CO)Cc3ccccc3)nn2)C=C[C@@H]1OC(C)=O,0.6,100,97,99,109,nt,104,-7,99,9,-18
CN(C)CCCNC(=S)Nc1ccc(Oc2ccccc2)cc1,0.5,96,93,93,92,-15,93,4,94,8,17
